MCF10A rereplic = A quantitative high throughput screen for small molecules that induce DNA re-replication in MCF 10a normal breast cells; 2.9% of 350,000 active; Potency, µM (titrated, usually from 46.1 µM), inactives show top-dose activity, positive = re-replication, most hits filed as activators; MCF 10A DNA re-replication, Hoechst nuclear intensity, 48 h; also: potency is read from the fitted curve at half-maximal effect; % of control where 0% means no effect; nearly all actives have a fitted effect of over 50% in size
KB-V1 cytotox = qHTS assay for MDR1-selective chemotherapeutics: Primary screen using the drug-selected MDR subline cells KB-V1. KB-V1 MDR cells viability, CellTiter-Glo, 72 h. AID 1347076, 2019. Potency, µM (highest dose often 46.1 µM), inactives show top-dose activity change, negative = cytotoxicity, usual class: cytotoxic. 3.4% of 400,000 active; also: potency is read from the fitted curve at half-maximal effect; % is scaled to controls: 0 for no effect and ±100 for the full control effect; nearly all actives have a fitted effect of over 60% in size
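Cytotoxicity toward P-gp-expressing KB-V1 cells was determined as loss of CellTiter-Glo luminescence after 72 h at 37 degrees C. Compounds were tested in quantitative HTS format across a concentration range, with curves fitted to normalized data.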
WRN inhibitor = qHTS for Inhibitors of WRN Helicase; Potency, µM (top dose mostly 114 µM), for the others: at the highest dose activity change, negative = inhibition, most hits filed as inhibitors; WRN helicase unwinding, fluorescent forked duplex, kinetic; AID 651768, 2012; 0.46% of 360,000 active; Bifunctional 3'-5' exonuclease/ATP-dependent helicase WRN (Homo sapiens), Q14191; also: potency is read from the fitted curve at half-maximal effect; % is scaled to controls: 0 for no effect and ±100 for the full control effect; nearly all actives have a fitted effect of over 55% in size
Target sequence (Q14191 whole entry, looked up): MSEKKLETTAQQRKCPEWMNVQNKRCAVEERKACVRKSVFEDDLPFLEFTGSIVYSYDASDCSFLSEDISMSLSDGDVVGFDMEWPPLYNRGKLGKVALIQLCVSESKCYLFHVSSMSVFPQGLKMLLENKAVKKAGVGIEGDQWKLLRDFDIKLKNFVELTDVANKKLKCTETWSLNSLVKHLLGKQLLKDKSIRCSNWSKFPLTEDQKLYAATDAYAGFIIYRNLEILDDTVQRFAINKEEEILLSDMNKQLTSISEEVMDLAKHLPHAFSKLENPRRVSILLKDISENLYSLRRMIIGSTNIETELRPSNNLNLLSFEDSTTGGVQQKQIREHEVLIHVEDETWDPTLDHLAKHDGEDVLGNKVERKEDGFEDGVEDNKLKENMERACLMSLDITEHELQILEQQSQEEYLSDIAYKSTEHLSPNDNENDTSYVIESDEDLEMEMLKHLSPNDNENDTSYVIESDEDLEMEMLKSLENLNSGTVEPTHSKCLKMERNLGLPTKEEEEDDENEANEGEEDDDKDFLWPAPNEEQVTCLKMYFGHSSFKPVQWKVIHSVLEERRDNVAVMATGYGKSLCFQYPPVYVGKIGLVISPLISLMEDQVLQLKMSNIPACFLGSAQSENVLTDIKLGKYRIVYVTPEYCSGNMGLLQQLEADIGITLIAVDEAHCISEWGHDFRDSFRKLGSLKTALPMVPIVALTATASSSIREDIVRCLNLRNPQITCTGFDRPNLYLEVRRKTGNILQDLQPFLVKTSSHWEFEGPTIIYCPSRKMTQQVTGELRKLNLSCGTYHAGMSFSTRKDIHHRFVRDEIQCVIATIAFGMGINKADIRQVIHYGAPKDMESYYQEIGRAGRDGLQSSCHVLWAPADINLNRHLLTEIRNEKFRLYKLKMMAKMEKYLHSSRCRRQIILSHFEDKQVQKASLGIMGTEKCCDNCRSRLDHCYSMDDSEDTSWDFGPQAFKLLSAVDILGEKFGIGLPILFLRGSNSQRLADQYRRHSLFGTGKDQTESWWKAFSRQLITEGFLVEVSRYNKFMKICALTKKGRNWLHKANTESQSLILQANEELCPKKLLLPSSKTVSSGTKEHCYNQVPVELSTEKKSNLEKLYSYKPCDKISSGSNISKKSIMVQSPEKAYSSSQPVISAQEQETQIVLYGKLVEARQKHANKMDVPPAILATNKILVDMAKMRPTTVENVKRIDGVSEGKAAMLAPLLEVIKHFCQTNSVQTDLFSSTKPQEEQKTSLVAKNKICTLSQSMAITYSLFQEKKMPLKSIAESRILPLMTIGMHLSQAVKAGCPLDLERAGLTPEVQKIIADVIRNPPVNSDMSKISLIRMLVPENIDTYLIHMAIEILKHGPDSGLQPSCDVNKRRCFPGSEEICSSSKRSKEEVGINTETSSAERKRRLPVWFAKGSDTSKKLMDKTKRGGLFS
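WRN at 20 nM final preincubated with compound 15 min at room temperature; reaction started with 100 nM fluorophore/quencher forked duplex oligonucleotide and 2 mM ATP final. Unwinding followed kinetically by red fluorescence (ex 525, em 598 nm).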
SW480 rereplic = A quantitative high throughput screen for small molecules that induce DNA re-replication in SW480 colon adenocarcinoma cells. 1.8% of 340,000 active. AID 624297, 2012. Potency, µM (doses to about 46.1 µM), for inactives: at the top dose re-replication activation, actives largely listed as activators. SW480 DNA re-replication, Hoechst DNA content imaging, 48 h; also: potency is read from the fitted curve at half-maximal effect; % of control where 0% means no effect; nearly all actives have a fitted effect of over 55% in size
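Treated cells incubate 48 hr (37 C, 5% CO2), are stained 40 min with Hoechst, and nuclear fluorescence is enumerated; a rise in nuclei with high DNA signal marks re-replication.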
HT1080-NT tox = qHTS for induction of synthetic lethality in tumor cells producing 2HG: qHTS for the HT-1080-NT fibrosarcoma cell line | HT-1080-NT fibrosarcoma viability, CellTiter-Glo ATP luminescence, 48 h | Potency, µM (top dose mostly 46.1 µM), without a hit: top-dose activity, negative = less viability, most hits filed as cytotoxic | 1.6% of 360,000 active;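 also: NT is the 2HG producing partner of a matched IDH1 knockdown line; potency is read from the fitted curve at half-maximal effect; 0% = DMSO-treated cells and -100% = media-only wells without cells; nearly all actives have a fitted effect of over 55% in size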
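Fibrosarcoma NT cells, 750 per well in 5% FBS RPMI, were exposed to compound for 48 hours. Viability: CellTiter-Glo luminescence.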
HT1080 IDH1KD tx = qHTS for induction of synthetic lethality in tumor cells producing 2HG: qHTS for the HT-1080-IDH1KD cell line; HT-1080 IDH1 knockdown viability, ATP luminescence, 48 h; Potency, µM (series often up to 46.1 µM), for inactives: top-dose activity, negative = toxicity, usual class: cytotoxic; 2% of 360,000 active;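 also: potency is read from the fitted curve at half-maximal effect; 0% = DMSO wells and -100% = cell-free medium wells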
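IDH1KD HT-1080 cells, 750/well, RPMI + 5% FBS; compound pinned after 2 h settling; 48 h, 37 °C; CellTiter-Glo luminescence; % activity normalised to DMSO and no-cell wells; curves fitted, classed by r2 and efficacy.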
ATXN2 expr inh = Primary qHTS for Inhibitors of ATXN expression; HEK-293 ATXN2-luciferase reporter, luminescence, 24 h; 0.72% of 360,000 active; AID 1745845, 2022; Potency, µM (highest dose often 57 µM), without a hit: top-dose activity change, negative = inhibition, actives largely listed as inhibitors; also: potency is read from the fitted curve at half-maximal effect; % is scaled to controls: 0 for no effect and ±100 for the full control effect; nearly all actives have a fitted effect of over 55% in size
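qHTS (up to 57 uM final) was run with 24 h compound exposure of reporter cells at 37 °C. Each well was multiplexed: SteadyGlo luminescence measured ATXN2-luciferase expression after a fluorogenic Gly-Phe-AFC viability readout (25 uM final).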
KB-3-1 cytotox = qHTS assay for MDR1-selective chemotherapeutics: Primary screen using the parental adenocarcinoma cell KB-3-1 | KB-3-1 viability, CellTiter-Glo ATP luminescence, 72 h | Potency, µM (series often up to 46.1 µM), without a hit: top-dose activity change, negative = cytotoxic, usual class: cytotoxic | AID 1347075, 2019 | 1.4% of 400,000 active; also: potency is read from the fitted curve at half-maximal effect; % is scaled to controls: 0 for no effect and ±100 for the full control effect; nearly all actives have a fitted effect of over 60% in size
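Here the drug-naive KB-3-1 line serves as comparator for MDR sub-line selectivity; cells received compound titrations, 72 h at 37 °C, then CellTiter-Glo readout.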
IL-1B inflam inh = qHTS for Inhibitors of Inflammasome Signaling: IL-1-beta AlphaLISA Primary Screen. AID 743279, 2014. activity change, % at 57.5 µM. 4.7% of 360,000 active. THP-1 LPS/ATP IL-1B secretion, AlphaLISA, 16 h; hits give low values; in the data active = activity change below about -50%; inconclusive = mostly about -30% to -49%; also: % is scaled to controls: 0 for no effect and ±100 for the full control effect
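Secreted IL-1B measured by AlphaLISA bead assay after 16 h compound exposure of THP-1 cells; compounds (final up to 57.5 uM) added 1 h before LPS (250 ng/mL) and ATP (1.25 mM) stimulation; lower signal means less secretion.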
* marks the source's active call; other numbers are inactive results; i = inactive; ? = inconclusive; . = no result given; & = joins results of further samples; [ ] = another dose, or the depositor's remark. Unless noted, calls follow the shape of the dose curve; as a rule, active = well fitted curve in the direction sought with a large enough effect; inconclusive = small, poorly fitted or top-dose-only effect, or another doubt; inactive = no such curve, though single readings can be large; an effect the other way counts as inactive or inconclusive. No enrichment for hits (roughly 12% active in at least one column).

SMILES	MCF10A rereplic	KB-V1 cytotox	WRN inhibitor	SW480 rereplic	HT1080-NT tox	HT1080 IDH1KD tx	ATXN2 expr inh	KB-3-1 cytotox	IL-1B inflam inh
COCCN1C(=O)C(=O)/C(=C(/O)c2ccc(S(=O)(=O)N3CCOCC3)cc2)C1c1ccc(O)c(OC)c1 (centres undefined)	8%	8%	1%	?	32%	16%	1%	10%	5
COC(=O)[C@@]1(Cc2ccc(F)cc2)[C@H]2c3cc(C(=O)N4CCCC4)n(C[C@H](O)CO)c3C[C@H]2CN1C(=O)c1ccccc1	.	25%	0%	.	-3%	4%	13%	2%	0
O=C(c1ccc(CSc2nc3ccncc3[nH]2)cc1)N1CCCCC1	0%	0%	1%	-26%	12%	0%	2%	-23%	33
CCOC(=O)CN(C(=O)COc1nc(C)cc(C)c1C#N)c1ccc(Cl)cc1	0%	?	-3%	-20%	1%	11%	.	3%	-16
CCOC(=O)c1c(S(=O)(=O)NCC(=O)NCc2ccccc2Cl)c(C)n(C)c1C	-3%	?	3%	?	4%	1%	9%&-4%	-4%&-2%	?
CC(=O)N1c2ccc(S(=O)(=O)N3CCCC(C(=O)Nc4cccc(Cl)c4)C3)cc2CC1C (centres undefined)	15%	-8%	-15%	?	-17%	-26%	?	?	?
Cc1ccc(C)c(OCC(=O)NNC(=O)C2CCC2)c1	-2%	?	6%	-4%	3%	8%	.	4%	-23
COCCn1c(SCC(=O)Nc2ccc(S(=O)(=O)N3CCOCC3)cc2)nc2ccccc21	16%	5.2µM*	10%	-2%	10%	6%	1%	7%	31
O=C(O)c1cccc(NS(=O)(=O)c2ccc(Cl)c(C(=O)O)c2)c1	1%	0%	8%	-3%	-5%	16%	-1%	6%	7
COC(=O)[C@H](Cc1ccccc1)NC(=O)N1CCN(c2ccc(F)cc2)CC1	?	?	2%	4%	4%	1%	-18%	6%	0
COc1ccc(NC(=O)C2CC(=O)n3ncnc3N2)cc1 (centres undefined)	-2%	15%	-2%	-4%	-4%[9.24 µM]	-25%	8%	7%	14
CC1(C)CC(=NOC(=O)c2ccccc2)CC(C)(C)N1O	0%	-21%	-19%[57.1 µM]	-2%	19%	9%	11%	-12%	22
Cn1cccc1-c1nc2ccccc2[nH]1	-2%	19%	-27%	-17%	21%	25%	44%[activator]	3%	6
CN(Cc1ccccc1)S(=O)(=O)c1ccc2[nH]c(=O)oc2c1	3%	5%	1%	-23%	1%	3%	7%	2%	40
N#CCCN(Cc1cccnc1)C(=S)Nc1ccc(OC(F)F)cc1	1%	-5%	3%	0%	2%	0%	1%[11.3 µM]	1%	34
O=C(/C=C/c1ccc(F)cc1)Nc1cccc(S(=O)(=O)Nc2cccc(C(F)(F)F)c2)c1	?	-6%	0%	0%	?	?	-27%	-2%	1
O=c1c2ccccc2c(C=NCc2ccccn2)c(O)n1-c1ccccc1Cl	18%	-25%	-36%	-1%	-26%	-16%	-17%	21%	1
Cc1ccsc1C(=O)N(c1nc2ccccc2s1)c1c(C)cccc1C	?	?	3%	?	14%	12%	-28%	?	-1
Cc1ccc(C(=O)O)cc1-c1ccc(/C=C2/NC(=O)N(c3ccccc3)C2=O)o1	13µM*	-8%	40µM*	?	-2%	5%	-2%	6%	19
Cc1ccc(CN2CCCC(CO)(Cc3ccccc3C)C2)s1 (centres undefined)	4%	-10%	-7%	0%	-4%	?	-14%	-6%	-8
CC(=O)c1ccc(OCC(=O)OC(C)C(=O)NC2CCCCC2C)cc1 (centres undefined)	-10%	15%	1%	-24%	11%	5%	.	11%	21
O=C(NC(c1ccc(Cl)cc1)c1ccsc1)C1CCN(Cc2cccc(C(F)(F)F)c2)CC1 (centres undefined)	.	?	1%	.	3%	0%	-15%	0%	-70*
c1ccc(C(c2ccccc2)N2CCN(Cc3nnnn3C3CCCCC3)CC2)cc1	?	?	-16%	?	0%	1%	-9%	?	20
COc1cccc(C2=NOC(C(=O)Nc3cccnc3Cl)C2)c1 (centres undefined)	-7%	5%	-5%	-1%	10%	12%	-2%	13%	39
COCCCNC(=O)c1ccc(CSCc2ccc(C)cc2)o1	15%	-18%	-4%	-1%	-1%	-5%	-12%	-13%	-19
O=C1CS/C(=N/N=C\c2ccn[nH]2)N1	2%	2%	1%	2%	10%	9%	-18%	1%	9
COc1cccc(C(=O)NCCN2CCOCC2)c1	-2%	-13%	1%	19%	9%	15%	-2%	8%	-3
O=C(NNS(=O)(=O)c1ccc(F)cc1)c1cc2ccccc2cc1O	-8%	25%	-16%	20%	-12%	-1%	-3%	-2%	-8
C/C(=C\c1ccc(Br)cc1)C(=O)c1c(C)cc(C)[nH]c1=O	22%	0%	-4%	?	4%	-14%	-14%	?	?
CC1CCN(S(=O)(=O)c2cn(CC(=O)N3CC(C)CC(C)C3)c(=O)c3ccccc23)CC1 (centres undefined)	-2%	1.3µM*	-22%	-2%	1%	-10%	-13%	4%	-12
Cn1cc(S(=O)(=O)Nc2cccc3ccccc23)c(=O)n(C)c1=O	-5%	-9%	-2%	-11%	-4%	14%	-2%	-9%	i
Cc1cc(/C=C2/C(=O)N(C)C(=S)N2C)ccc1N1CCCC1	1%	?	-21%	-7%	-4%	-7%	75%[activator]	-6%	12
CCOC(=O)c1ccccc1NC(=O)Cc1ccc(S(=O)(=O)N2CCCC2)s1	?	-9%	1%	-4%	-1%	-4%	-14%	-2%	-18
NC(=O)N/N=C/c1ccc(-c2ccc([N+](=O)[O-])cc2)o1	?	-5%	-4%	0%	13%	9%	.	-5%	-20
CCOC(=O)N1CCN(C(=O)C(=O)Nc2sc3c(c2C#N)CC(C)(C)OC3)CC1	4%	?	6%	1%	9%	5%	3%	6%	26
CCc1ccc2c(c1)cc(CN(Cc1ccco1)C(C)=O)c1nnnn12	-16%	?	-5%	?	2%	-3%	-11%	-21%	31
CC(=O)Nc1cccc(C(=O)OCC(=O)Nc2ccc(Cl)cn2)c1	?	30%	7%	-5%	5%	3%	39%[activator]	-4%	13
COc1ccc(-c2noc(CCCC(=O)Nc3cccnc3)n2)cc1OC	2%	2%	3%	0%	0%	-1%	-1%	12%	55
Cc1[nH]c2ccc(C(=O)Nc3ccncc3)cc2c1C	12%	-7%	-10%	20%	-3%	-3%	.	-27%	-16
CN(C)CCNC(=O)c1ccc(Sc2ccc(Br)cc2)c([N+](=O)[O-])c1	?	?	-9%	-2%	23µM*	18µM*	-15%	?	-70*
O=C(Nc1ccc(F)cc1)C1(S(=O)(=O)c2ccc(Cl)cc2)CC1	-4%	1%	2%[57.1 µM]	?	4%	?	9%	-2%	-1
COc1ccc(C)cc1NC(=O)C(Sc1nnc2ccccn12)c1ccccc1 (centres undefined)	0%	3.3µM*	8%	-2%	-3%	-6%	8%	2%	-23
N#Cc1c(N2C(=O)Nc3ccccc3N2O)sc2c1CCCCCC2	?	5%	6%	-4%	3%	4%	7%	7%	13
O=C(NN=C1CCCCCC1)c1cn(-c2ccccc2)nc1-c1ccccc1	?	-1%	-6%	?	-2%	-7%	-15%	-3%	-29
Cc1nc2ccccn2c1C(=O)NNC(=S)Nc1ccccc1	0%	6%	0%	5%	0%	15%	2%	0%	10
COc1ccc(S(=O)(=O)N2CCN(CCCOc3ccc(F)cc3)CC2)cc1OC	?	?	-5%	7%	0%	-23%	-39%	-24%	-14
CCOC(=O)C1=C(C)NC(=O)C(C#N)C1c1ccco1 (centres undefined)	1%	8%	-2%	-1%	5%	-2%	-1%	1%	-3
Cc1csc(N)n1	?	4%	-4%	5%	-23%	-1%	6%	0%	2
O=C(COC(=O)c1ccc(S(=O)(=O)N2CCCC2)cc1)Nc1ccccc1	-2%	-3%	-10%	-5%	12%	6%	-13%	1%	16
CSc1ncccc1C(=O)OCc1c(F)cccc1Cl	9%	-1%	-35%	15%	-6%	-2%	24%	-2%	15
N/C(CC(=O)Nc1cccc(C(F)(F)F)c1)=N/O	?	15%	5%	-23%	18%	25%	5%	-4%	16
Cc1c(C(=O)OCC(=O)Nc2ccc(C(=O)N(C)C)cc2)oc2ccccc12	-1%	5%	7%	1%	5%	-1%	-7%	8%	71
CCCCN(C)C(=S)Nc1ccc(Oc2ccccc2)cc1	12%	-25%	-27%	.	-3%	-21%	1%	0%	0
CCOC(=O)c1ccc(NC(=O)c2ccc3c(c2)C(=O)N(CC2CCCO2)C3=O)cc1 (centres undefined)	2%	.	-32%	-1%	-5%	-1%	-10%	.	23
COc1ccc(CN2CCN(C(=O)C3CCN(C(=O)Nc4ccccc4)CC3)CC2)cc1OC	-3%	27%	5%	7%	3%	1%	.	0%	-3
N#CCCN1CCN(C(=S)c2ccc(-c3ccc(Cl)c(Cl)c3)o2)CC1	?	-30%	-14%	14%	?	?	13%	-16%	-53*
